# Screening data from PubChem.
# FN deposit inh: fibronectin deposition inhibition. AH1F fibroblasts, Alexa488-fibronectin deposition fluorescence, overnight. inhibition, % at 12.6 µM. hit rate 0.086% among 350,000. AID 743247;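 active means mean inhibition across replicates of 30% or more, regardless of how many single replicates reach that level; inconclusive means mean under 30% yet at least half of replicates reach 30%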;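 further: positive control wells lacked labelled fibronectin entirely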
#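 Assay system: AH1F fibroblasts assembling fluorescent fibronectin matrix; Amount: 10000 AH1F cells per well; Buffer or medium: DMEM, 2% serum; Probe or stimulus: Alexa488-fibronectin, 24 nM final in well; Doses: single compound dose, delivered by pin transfer; Incubation: 1 h adhesion, overnight exposure; Measured by: fluorescence 485/525 nm; Read-out: fibronectin deposition inhibition.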
# LGR2 antag: inhibitors of bursicon-induced Drosophila LGR2 receptor cAMP signaling; hit rate 0.35% among 380,000; AID 720647; inhibition, % at 9.99 µM; HEK293 LGR2, CRE-luciferase, bursicon-stimulated, 4 h;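 active means drop in luminescence signal, shown as inhibition above about 50% in the replicate tests, limit read from the data, passing the limit was not always enough; inconclusive means probably only some replicates passing the limit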;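 further: agonist challenge used bursicon conditioned medium at about half maximal strength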
# PAX8 inh HTS: lowers PAX8-driven luciferase in RMG-I cells. RMG-I TPO-luciferase reporter, SteadyGlo, 24 h. inhibition, % at 12.6 µM. hit rate 1.2% among 360,000;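 active means mean replicate inhibition at least 60% with every replicate also reaching 60%; inconclusive means only one of the two criteria is met; inactive means mean below 60% and not all replicates reaching 60%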;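 further: luciferase light reporting Pax8 driven TPO promoter activity; plate controls were median of neutral control wells for no effect and mitoxantrone controls for full effect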
# Active calls of the source: *; ? = inconclusive. Some of the compounds tested. The share of hits here may be higher or lower than overall.
cpd	molecule	FN deposit inh	LGR2 antag	PAX8 inh HTS
1	C[n+]1ccccc1N1CCN(c2ccccc2Cl)CC1	1	13	-9
2	COc1cc(/C=C/C(=O)OCC(=O)NCc2cccs2)ccc1OC(F)F	-2	-2	38
3	O=C(COC(=O)/C=C/c1nc2ccccc2s1)Nc1cccc2ccccc12	-11	1	26
4	CC(OC(=O)CCN1C(=O)c2cccc([N+](=O)[O-])c2C1=O)C(=O)Nc1cc(Cl)cc(Cl)c1 (stereo not drawn)	-2	5	-9
5	CN(CCOC(=O)c1ccccc1)Cc1ccccc1	-3	-5	-13
6	CN(C)S(=O)(=O)c1ccc(N2CCCC2)c(C(=O)Nc2nc(-c3ccc(F)c(F)c3)cs2)c1	-4	-10	15
7	CC(C)c1ccc(NCCC(=O)c2cccs2)cc1	6	-60	-123
8	CN1CCN(CCC(=O)N/N=C/c2cc([N+](=O)[O-])ccc2O)CC1	-7	6	2
9	CCN(CC)CCCNC(=O)c1cc(Sc2nnc(C)s2)nc2ccccc12	6	-1	21
10	Cc1ccc(NC(=O)/C=C/c2ccc([N+](=O)[O-])s2)cc1	-12	-95	39
11	CC1CCN(c2ccc(C(=O)NCc3ccc4c(c3)OCO4)cc2[N+](=O)[O-])CC1	-2	-6	-12
12	CCNC(=S)N/N=C(\C)c1cc2ccccc2o1	-5	-15	-20
13	NS(=O)(=O)c1ccc(CNC(=O)c2ccc(Cl)cc2[N+](=O)[O-])cc1	-2	-4	-9
14	O=C(/C=C/c1ccc(Cl)cc1)N(Cc1ccccc1)C1CCS(=O)(=O)C1 (stereo not drawn)	8	0	-8
15	COc1cccc(NC(=S)NCc2cccnc2)c1	6	-12	-27
16	CCCN(C(=O)CSc1cc(-c2ccccc2)c2ccc(OC)cc2n1)C1CCS(=O)(=O)C1 (stereo not drawn)	2	3	13
17	Cc1cccc(C(=O)NC(=S)NNC(=O)c2ccc(Cl)cc2)c1	12	-3	-10
18	Cc1ccc(NC(=O)C2CC(=O)N(Cc3ccccc3)C2)cc1S(=O)(=O)N1CCCCCC1 (stereo not drawn)	-7	5	2
19	COc1ccc(CCNC(=O)CSc2nnc(-c3ccc(F)cc3)c3ccccc23)cc1OC	4	1	1
20	COc1cccc(C(=O)Nc2c3c(nc4c2CCC4)CCCC3)c1	-2	10	12
21	CCC(=O)c1ccc(N2CCCCC2)c(F)c1	-1	-20	-29
22	N/C(Cc1cccc2ccccc12)=N\OC(=O)Cc1cccs1	-13	-25	-45
23	Cc1nn(-c2ccccc2)c(C)c1/C=N/NC(=O)CSc1nnc(SCc2ccccc2Cl)s1	10	-45	-96
24	Cc1ccc(S(=O)(=O)N(C)C)cc1NC(=O)COC(=O)/C(=C/c1ccc(F)cc1)c1cccs1	-12	22	4
25	Cc1nc2cc3ccccc3cc2n1C	-2	-21	-33
26	CC1CCN(C(=O)c2ccc(S(=O)(=O)Cc3cc(F)ccc3F)c([N+](=O)[O-])c2)CC1	15	?	20
27	Cc1ccc(Oc2cc(NC(=O)CCCn3nc([N+](=O)[O-])c(Cl)c3C)cc([N+](=O)[O-])c2)cc1	-1	-4	8
28	CN(C)c1ccc(N=Nc2ccccc2C(=O)OCC(=O)N(C)C2CCCCC2)cc1	-3	6	6
29	CSc1nn(-c2ccc(C(=O)OCC(=O)NC(=O)NC(C)C)cc2)c(=S)s1	8	-4	3
30	O=C(NNS(=O)(=O)c1ccc2ccccc2c1)c1cccs1	-2	12	-27
31	COC(=O)c1ccc(SCC(=O)N2CCC(C)CC2)c([N+](=O)[O-])c1	0	-1	-8
32	Cc1cc(C(=O)OCC(=O)Nc2nnc(C(C)C)s2)c2ccccc2n1	-1	-8	-4
33	Cc1cc(C(=O)CN2CCCC(C)C2)c(C)n1-c1ccc(F)cc1 (stereo not drawn)	10	-23	-46
34	O=C(O)CSC(=S)N1CCCCC1	-3	20	21
35	Cc1ccc(NC(=O)COc2ncnc3c(Cl)cc(Cl)cc23)cc1[N+](=O)[O-]	-18	-11	14
36	Cc1ccc(C)c(S(=O)(=O)N2CCCOC2CNC(=O)C(=O)NCCC2=CCCCC2)c1 (stereo not drawn)	6	-2	19
37	O=C(CC12CC3CC(CC(C3)C1)C2)N1CCN(S(=O)(=O)c2cccs2)CC1	1	-21	19
38	CN(C)S(=O)(=O)c1cccc(NC(=O)Cc2ccc(Cl)cc2)c1	-1	-5	3
39	C/C(=N\NC(=O)COc1cccc(Cl)c1)c1ccc2c(c1)OCCO2	5	-36	18
40	COc1ccc(/C=N/N2C(=O)c3ccccc3C2=O)cc1	10	4	-22
41	COc1ccc(/C=N/NC(=O)c2ccc(COCC(F)(F)C(F)F)cc2)cc1	-2	5	-7
42	Cc1c(C(=O)NC(C(C)C)C(C)C)cccc1[N+](=O)[O-]	-8	9	5
43	O=C1CCCC2=C1C(c1cccs1)Nc1ccccc1N2 (stereo not drawn)	7	-2	8
44	COc1ccc(C/C(C)=N/NC(=O)c2cc(C)oc2C)cc1	8	2	-2
45	CNC(=S)N(CCc1ccc(OC)c(OC)c1)Cc1cc2c(C)cc(C)cc2[nH]c1=O	-6	-2	4
46	CCOC(=O)N1CCN(S(=O)(=O)c2ccc(C(=O)Nc3nnc(C4CC4)o3)cc2)CC1	-5	3	-9
47	Cc1cccc(C)c1NC(=S)N=Nc1c(O)n(C)c2ccc(S(=O)(=O)N3CCOCC3)cc12	-23	-22	1
48	Cc1ccc(-c2csc(=Nc3cccnc3)n2CCCN2CCCC2=O)cc1C	1	-4	10
49	CC1CCN(Cc2nnnn2-c2cccc([N+](=O)[O-])c2)CC1	11	0	8
50	Cc1ccc(S(=O)(=O)N(C)C)cc1-n1c(SCC(=O)Nc2ccccc2)nc2ccccc2c1=O	13	0	15
51	Cn1cnnc1Sc1ccc(C(=O)NCCC23CC4CC(CC(C4)C2)C3)cc1[N+](=O)[O-]	4	34	8
52	CC(=O)c1ccc(NC(=O)c2ccc3c(Cl)c4c(nc3c2)CCCC4)cc1	0	-9	-4
53	O=C(COc1ccc2ccccc2c1)NN1C(=O)c2ccccc2C1=O	-2	-3	0
54	Cc1ccccc1Nc1c(-c2ccncc2)nc2ccc(Br)cn12	1	17	-12
55	CCNC(=S)NNC(=O)c1c(Cl)c(C)nn1C	7	-21	-5
56	O=C(CO)N/N=C/c1cccc(Cl)c1Cl	9	-17	7
57	Cc1cc(C)c(NC(=O)COC(=O)c2cccc3c2C(=O)c2ccccc2C3=O)c(C)c1	1	9	13
58	CN(C)c1cccc(C(=O)OCC(=O)Nc2ccccc2-c2ccccc2)c1	5	-3	3
59	Cc1cccc(N=C2NC(=O)/C(=C/C=C/c3ccco3)S2)c1C	-1	-18	6
60	Cn1c(SCC(=O)c2c(N)n(C)c(=O)n(C)c2=O)nnc1-c1ccc(F)cc1	-6	8	1

# Next structures follow:
cpd	molecule	FN deposit inh	LGR2 antag	PAX8 inh HTS
61	CN(C)S(=O)(=O)c1ccc2c(c1)nc(CCC(=O)Nc1ccc3c(c1)OCO3)n2C	1	13	-14
62	COc1ccc(CCn2c(-c3cc([N+](=O)[O-])cc([N+](=O)[O-])c3)nc3nc4ccccc4nc32)cc1	-4	3	-4
63	O=C(/C=C/c1ccc2c(c1)OCO2)c1ccc[nH]1	9	-34	-106
64	O=C(NCc1ccco1)C(=O)NCC1OCCCN1S(=O)(=O)c1ccccc1 (stereo not drawn)	3	3	-13
65	Oc1ccc(/C=N/NC(=S)Nc2cccnc2)c(O)c1	9	-19	7
66	COc1ccc(N/C=C/C(=O)c2ccc(Cl)cc2)cc1	-1	17	-260
67	O=C(CSc1nc2[nH]ncc2c(=O)[nH]1)N1CCCC1	9	3	-28
68	O=C(Nc1ccc(F)cc1F)c1cc2ncc(CCCl)cn2n1	-3	5	-12
69	COc1cc(C)c(/C=C(\C#N)C(=O)Nc2ccc(C)cc2)cc1C(C)C	6	-7	4
70	S=C(c1ccc(-c2ccccc2Cl)o1)N1CCCCC1	7	-62	-161
71	Cc1ccc(C)c(NC(=O)c2oc(=O)c3ccccc3c2-c2ccccc2)c1	9	14	21
72	Cc1ccc(NC(=O)CSc2nnc(C(F)(F)F)n2C)cc1[N+](=O)[O-]	-7	-15	-16
73	O=C(COC(=O)C1CC(O)CN1S(=O)(=O)c1ccc(Cl)cc1)c1cccc(Cl)c1 (stereo not drawn)	10	7	4
74	Cc1cc2nc3c(=O)n(C4CCCCC4)c(=O)[nH]c3nc2cc1N	-13	-26	-5
75	Cc1cccc(NC(=O)c2cc([N+](=O)[O-])ccc2NC2CCCCC2)c1	-4	16	-4

# An excerpt of these results, with two lines to a compound.
# Order of values – FN deposit inh, LGR2 antag, PAX8 inh HTS
59	Cc1cccc(N=C2NC(=O)/C(=C/C=C/c3ccco3)S2)c1C
→ -1, -18, 6
60	Cn1c(SCC(=O)c2c(N)n(C)c(=O)n(C)c2=O)nnc1-c1ccc(F)cc1
→ -6, 8, 1
61	CN(C)S(=O)(=O)c1ccc2c(c1)nc(CCC(=O)Nc1ccc3c(c1)OCO3)n2C
→ 1, 13, -14
62	COc1ccc(CCn2c(-c3cc([N+](=O)[O-])cc([N+](=O)[O-])c3)nc3nc4ccccc4nc32)cc1
→ -4, 3, -4
63	O=C(/C=C/c1ccc2c(c1)OCO2)c1ccc[nH]1
→ 9, -34, -106
64	O=C(NCc1ccco1)C(=O)NCC1OCCCN1S(=O)(=O)c1ccccc1 (stereo not drawn)
→ 3, 3, -13
65	Oc1ccc(/C=N/NC(=S)Nc2cccnc2)c(O)c1
→ 9, -19, 7
66	COc1ccc(N/C=C/C(=O)c2ccc(Cl)cc2)cc1
→ -1, 17, -260
67	O=C(CSc1nc2[nH]ncc2c(=O)[nH]1)N1CCCC1
→ 9, 3, -28
68	O=C(Nc1ccc(F)cc1F)c1cc2ncc(CCCl)cn2n1
→ -3, 5, -12
69	COc1cc(C)c(/C=C(\C#N)C(=O)Nc2ccc(C)cc2)cc1C(C)C
→ 6, -7, 4
70	S=C(c1ccc(-c2ccccc2Cl)o1)N1CCCCC1
→ 7, -62, -161
71	Cc1ccc(C)c(NC(=O)c2oc(=O)c3ccccc3c2-c2ccccc2)c1
→ 9, 14, 21
72	Cc1ccc(NC(=O)CSc2nnc(C(F)(F)F)n2C)cc1[N+](=O)[O-]
→ -7, -15, -16
73	O=C(COC(=O)C1CC(O)CN1S(=O)(=O)c1ccc(Cl)cc1)c1cccc(Cl)c1 (stereo not drawn)
→ 10, 7, 4

# (cont.)
cpd	molecule	FN deposit inh	LGR2 antag	PAX8 inh HTS
76	Cc1cccc(C)c1Nc1nnc(SCc2nc3ccccc3c(=O)[nH]2)s1	5	5	13
77	O=C(NNc1ccccc1Br)C(O)(c1cccc(C(F)(F)F)c1)c1cccc(C(F)(F)F)c1	-11	22	25
78	CCOC(=O)N1CCN(C(=O)C2CCN(C(=O)c3cc(OC)cc(OC)c3)CC2)CC1	-5	-9	8
79	CC(C)n1nc(C(=O)Nc2ccccc2N2CCOCC2)c2ccccc2c1=O	8	12	-12
80	CC(C)(C)c1ccc(C(=O)NC(=S)Nc2ccc(N3CCOCC3)cc2)cc1	4	2	18
81	Cc1c(Cl)ccc(S(=O)(=O)N2CCN=C2c2ccccc2)c1Cl	-8	8	-3
82	CC(NS(=O)(=O)c1cccc(S(=O)(=O)c2ccccc2)c1)C(=O)O (stereo not drawn)	-3	1	-1
83	O/N=C/c1ccc(OCc2ccccc2F)c(Cl)c1	3	-57	-200
84	CCOc1ccc(/C=C2\SC(=S)N(Nc3ccccc3)C2=O)cc1OC	4	-22	21
85	Cc1ccccc1Cn1nc(C)c(NC(=O)C2c3ccccc3Oc3ccccc32)c1C	3	-12	32
86	O=C(COC(=O)c1cccc([N+](=O)[O-])c1)NCC1CCCO1 (stereo not drawn)	-10	10	-29
87	O=C(N/N=C/c1ccc(-c2cccc(C(F)(F)F)c2)o1)c1ccccc1O	-11	27	10
88	CC(C)NC(=O)NC(=O)COC(=O)c1ccc(F)cc1F	-4	-1	7
89	Cc1ccc(CNC(=O)C(=O)NCC(c2ccco2)N2CCOCC2)cc1 (stereo not drawn)	-7	1	11
90	CC(C)C(=O)Nc1ccc([N+](=O)[O-])cc1Br	11	-3	-8
91	CCOc1ccccc1NC(=O)C(OC(=O)c1ccc(CC)cc1)c1ccccc1 (stereo not drawn)	-4	-14	16
92	O=C(O)CCSc1nnc(SCC(=O)NCC(F)(F)F)s1	4	-30	0
93	COc1cccc(N(C(=O)CS(=O)CC(=O)Nc2ccc(F)cc2)C(C(=O)NC2CCCCC2)c2cccs2)c1 (stereo not drawn)	3	-5	26
94	Cc1ccnc(NC(=O)Nc2ccc(Br)cc2Cl)c1	3	32	-200
95	CCN(CC)S(=O)(=O)c1ccc(C(=O)Nc2nnc(-c3ccco3)o2)cc1	5	-4	-2
96	COc1ccc(-c2cccc(C(=O)Nc3cccc(C(=O)O)c3)c2)cc1	6	-99	-91
97	NS(=O)(=O)c1ccc(CCNC(=S)Nc2ccccc2)cc1	-4	-6	3
98	COC(=O)CN1C(c2ccc(Cl)cc2)=Nc2ccc(Cl)cc2C1c1ccccc1 (stereo not drawn)	-10	-2	21
99	N#CCCn1cc(/C=N/NC(=O)c2ccncc2)c(-c2ccc(F)cc2)n1	-1	1	-15
